CF NFkB block: blocks PAF-induced NF-kB reporter in cystic fibrosis cells. KKLEB NF-kB-GFP reporter, GFP fluorescence overnight. inhibition, % at 5 µM. 0.86% of 360,000 active. AID 588850;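 active = at least 50% inhibition at 5 µM, scaled per plate between neutral and stimulator controls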;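 also: PAF is a Pseudomonas aeruginosa culture filtrate used as stimulus; plate controls were PAF-stimulated DMSO wells for no effect and unstimulated DMSO wells for full effect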
Peg3 prom inh: reduces Peg3 promoter-driven luciferase expression in HeLa | inhibition, % at 20 µM | AID 588405 | HeLa PEG-Prom luciferase reporter, luminescence, overnight | 1.7% of 360,000 active;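 active = inhibition of at least 50% at 20 µM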
C8 TRAIL sens: sensitizes caspase-8 expressing cells to TRAIL; inhibition (viability loss, TRAIL sensitization), % at 10 µM; NB7+C8 cells + TRAIL, ATPlite viability luminescence; 1% of 360,000 active;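 active = compounds causing at least 50% loss of cell viability in the single-dose screen, relative to plate controls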
KKLEB cytotox: counter-screen for CF NF-kB inhibitors: cytotoxicity. AID 602141. 0.36% of 360,000 active. KKLEB CF airway cells viability, ATPlite luminescence, overnight; active compounds read low; cells stimulated with P. aeruginosa culture filtrate. activity change (cytotoxicity), % at 5 µM;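 active = corrected activity change at or below -50% at 5 µM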
HIF-2a block: HIF-2a inhibition | inhibition, % at 18.8 µM | 0.72% of 360,000 active | AID 624352 | 786-0 RCC cells HIF-2a reporter, luciferase luminescence, overnight;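 active = inhibition of the luminescence signal of 40% or more relative to plate controls, in a single-dose primary screen at 18.75 µM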
MITF TRPM1 inh: inhibitors of MITF-driven TRPM1 promoter in melanoma cells. AID 488899. SK-MEL-5 TRPM1 promoter luciferase, 24 h. inhibition, % at 12.5 µM. 0.83% of 330,000 active;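 active = mean inhibition across replicates of 60% or more, whatever share of single replicates reaches that level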; also: values of inactives mirror those of a sister screen read the other way
NR2E3 ag-1: NR2E3 (human) agonism | Q9Y5X4 | GST-NR2E3/biotin-RetCOR TR-FRET, 1536-well | inhibition of corepressor binding, % at 4.78 µM | 0.12% of 320,000 active | AID 2300;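 active = percent inhibition above the cutoff of mean plus 3 SD of all tested compounds, set per screening campaign, cut at about 20% in these data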;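 also: 0% = DMSO wells and 100% = biotin wells as full block of FRET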
Target sequence (Q9Y5X4 whole entry, looked up): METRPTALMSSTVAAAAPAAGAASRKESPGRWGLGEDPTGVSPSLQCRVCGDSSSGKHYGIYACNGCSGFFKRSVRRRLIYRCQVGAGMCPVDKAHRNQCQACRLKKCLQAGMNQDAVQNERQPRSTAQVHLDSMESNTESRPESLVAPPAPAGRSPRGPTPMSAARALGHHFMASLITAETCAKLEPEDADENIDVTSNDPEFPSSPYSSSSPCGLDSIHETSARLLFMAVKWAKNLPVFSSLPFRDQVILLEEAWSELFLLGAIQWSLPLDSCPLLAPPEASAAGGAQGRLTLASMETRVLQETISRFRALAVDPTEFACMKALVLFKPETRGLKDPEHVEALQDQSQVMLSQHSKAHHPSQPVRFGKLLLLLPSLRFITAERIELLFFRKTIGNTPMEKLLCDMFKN
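Material: NR2E3–RetCOR corepressor complex / Incubation: Compound–protein incubation for 5 h at 4 °C / Dosing: compound at 4.8 µM, single dose / Detection: time-resolved FRET / Benchmarks: high control biotin, low control 0.6% DMSO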
TWEAK Fn14 block: TWEAK-Fn14 signaling inhibition; TWEAK-stimulated Fn14 reporter cells, luciferase luminescence, 8 h; inhibition, % at 10 µM; 2% of 360,000 active; AID 1159606; in the data active = inhibition above about 50%
Shn3 3UTR inh: inhibitors of Schnurri-3 3'UTR reporter in osteoblasts; inhibition, % at 12.5 µM; Clone20 osteoblast Shn3 3'UTR firefly luciferase, 24 h; 0.52% of 360,000 active;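 active = mean inhibition of at least 75% with every replicate also reaching 75%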;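 also: 0% = median of neutral control wells and 100% = pilot-screen positive control compound; some compounds past the cut are filed as inactive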
TROY NFkB inh: inhibitors of TROY-dependent NF-kB signaling | Q293 LMP1-TROYcd NF-kB luciferase reporter, 4 h | inhibition, % at 10 µM | 0.98% of 360,000 active | AID 1347056;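 active = compounds whose plate-normalised and pattern-corrected inhibition of the luciferase reporter signal at the single screening dose is 50% or more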
NR2E3 ag-2: agonists of human NR2E3 nuclear receptor; Q9Y5X4; CHO-S Gal4-NCOR/VP16-NR2E3 two-hybrid, luciferase; inhibition of corepressor binding, % at 3.98 µM; 0.35% of 360,000 active; AID 602229;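 active = inhibition above the mean of all tested compounds plus 3 SD, cut at about 70% in these data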;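 also: 0% = DMSO with NR2E3 transfected cells and 100% = cells lacking NR2E3 construct; higher means lower luciferase signal from less NR2E3 corepressor binding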
Active calls of the source: *; nt = not tested or not shown. Only part of the results is shown. The share of hits here may be higher or lower than overall.

SMILES	CF NFkB block	Peg3 prom inh	C8 TRAIL sens	KKLEB cytotox	HIF-2a block	MITF TRPM1 inh	NR2E3 ag-1	TWEAK Fn14 block	Shn3 3UTR inh	TROY NFkB inh	NR2E3 ag-2
Cc1ccc(N(CCC(=O)NC(C)(C)C)S(=O)(=O)c2ccc(C)cc2)cc1	-9	9	-5	-1	17	1	0	-7	24	-5	-4
Cc1[nH]n(-c2ccccc2)c(=O)c1-c1ccccc1	-18	-9	-4	10	2	-4	-4	-1	-3	10	-8
CCC(C)Sc1nnc(NC(=O)c2ccco2)s1 (stereo not given)	14	-81	-2	0	-120	-11	1	3	-38	-39	-90
O=C(c1ccccc1)N1CCN(Cc2ccccc2Br)CC1	9	-7	-17	0	-16	10	0	-22	8	-6	0
CC1(C)CC(NS(=O)(=O)c2ccc(F)cc2)CC(C)(C)N1	-4	2	-8	-5	18	2	0	3	14	13	-26
CC1(C)Cc2c(cnn2-c2ccccc2)C(NC(=O)c2ccc[n+]([O-])c2)C1 (stereo not given)	-24	13	-19	4	8	-5	0	2	8	14	17
CN(Cc1ccccc1F)C(=O)c1sccc1-c1ccccc1	2	-64	4	-6	-137	-13	1	-15	-13	-49	-87
COc1ccc(CNC(=O)C2CCN(S(=O)(=O)N3CCC4(CC3)OCCO4)CC2)c(OC)c1	-6	5	-3	4	8	5	0	5	-20	9	-11
CC[C@@H](C)C(NC(=O)OC(C)(C)C)c1cn([C@@H](CCCCNC(=O)OC(C)(C)C)C(=O)N2CCN(C(=O)OC(C)(C)C)CC2)nn1 (stereo not given in full)	7	22	-18	5	-4	10	-2	24	13	-3	15
COc1ccccc1NC(=O)C(=O)NCC1CCCN1S(=O)(=O)c1cccs1 (stereo not given)	-12	-28	-20	7	-72	-34	-5	-21	-9	-41	-54
CCOC(=O)Cn1c(=O)oc2cc(S(=O)(=O)N3CCCC(C)C3)ccc21 (stereo not given)	2	-13	-4	12	-10	2	1	15	0	3	-10
CCc1ccc(NC(=O)CSc2nc(=O)n(CCN(C)C)c3c2CCCC3)cc1	-10	-11	-2	23	-4	-5	-1	-16	-7	28	10
CCc1ccccc1-n1nnc(-c2ccccc2)n1	-5	16	-9	9	11	-52	0	1	17	-18	-2
O=C(Cc1ccccc1)Nc1cccc(C(=O)N/N=C/c2ccco2)c1	-2	0	6	-6	3	1	3	-7	-13	-13	21
COCCNC(=S)NNc1cccc(C(=O)O)c1	6	-21	10	0	-2	7	0	-9	-11	-47	-43
CC1CCCCN1C(=O)CCn1c(=S)oc2ccccc21 (stereo not given)	12	-11	0	-4	-28	-24	0	1	-7	-1	-22
COc1cc(/C=C/C(=O)OCC(=O)Nc2cccc(Oc3ccccc3)c2)ccc1O	4	-2	7	-12	-14	0	-3	14	15	39	-7
COc1ccc(-c2noc(CN3CCN(c4ccccc4)CC3)n2)cc1	-6	4	-24	2	-9	-4	2	6	13	8	-6
COc1ccc2c(c1)C(=O)N(c1ccc(C)cc1C)C(=O)C2(C)C	11	24	-11	1	6	15	6	15	20	3	3
C[C@H]1CN=C(Nc2ccccc2)N1CCCC1CCCC1	-25	4	-2	-3	9	-10	4	7	15	-11	-16

Grouped by structure, the entries above containing an aryl methoxy group (5)
SMILES	CF NFkB block	Peg3 prom inh	C8 TRAIL sens	KKLEB cytotox	HIF-2a block	MITF TRPM1 inh	NR2E3 ag-1	TWEAK Fn14 block	Shn3 3UTR inh	TROY NFkB inh	NR2E3 ag-2
COc1ccc(CNC(=O)C2CCN(S(=O)(=O)N3CCC4(CC3)OCCO4)CC2)c(OC)c1	-6	5	-3	4	8	5	0	5	-20	9	-11
COc1ccccc1NC(=O)C(=O)NCC1CCCN1S(=O)(=O)c1cccs1 (stereo not given)	-12	-28	-20	7	-72	-34	-5	-21	-9	-41	-54
COc1cc(/C=C/C(=O)OCC(=O)Nc2cccc(Oc3ccccc3)c2)ccc1O	4	-2	7	-12	-14	0	-3	14	15	39	-7
COc1ccc(-c2noc(CN3CCN(c4ccccc4)CC3)n2)cc1	-6	4	-24	2	-9	-4	2	6	13	8	-6
COc1ccc2c(c1)C(=O)N(c1ccc(C)cc1C)C(=O)C2(C)C	11	24	-11	1	6	15	6	15	20	3	3

Later entries:
SMILES	CF NFkB block	Peg3 prom inh	C8 TRAIL sens	KKLEB cytotox	HIF-2a block	MITF TRPM1 inh	NR2E3 ag-1	TWEAK Fn14 block	Shn3 3UTR inh	TROY NFkB inh	NR2E3 ag-2
CCCCn1c(SCC(=O)OCC)nc2c(sc(=S)n2-c2ccccc2OC)c1=O	-1	23	-5	-3	14	8	4	7	-12	26	-9
Clc1ccc(Nc2ncnc3c2nnn3Cc2ccccc2)cc1	8	-13	-7	8	-14	nt	1	5	-12	13	11
CC1(C(=O)O)CCC(C(=O)N2CCCCC2)C1(C)C (stereo not given)	6	4	-5	-1	6	-6	2	9	18	-19	-20
Cn1nnnc1Sc1ccc([N+](=O)[O-])cc1Cl	17	11	-16	-2	14	13	2	13	-3	20	-10
CN1CCN(C(=O)/C=C/c2ccc3c(c2)OCO3)CC1	-3	-22	2	-2	0	-8	1	-9	7	-3	-1
CC(NC(=O)Nc1nnc(C(F)(F)F)s1)N1C(=O)C2C3C=CC(C3)C2C1=O (stereo not given)	4	4	-10	3	-1	-10	-1	15	-6	-2	0
COc1ccc(Oc2ncccc2[N+](=O)[O-])cc1	3	-5	-15	17	-14	7	1	-9	-4	7	7
CC1=NN(c2ccccc2)C(=O)/C1=C/N(C)C	7	12	8	0	3	3	-2	10	10	-37	-6
Cc1c([N+](=O)[O-])c([N+](=O)[O-])nn1CC(=O)N1CCOCC1	0	12	-3	12	5	-1	4	-3	1	5	1
COC(=O)c1ccccc1NC(=O)c1ccco1	-5	-1	-9	-14	-8	-3	0	-3	-3	9	-21
O=C(NCCN1CCOCC1)c1ccc2c(c1)N(Cc1ccccc1F)C(=O)c1ccccc1S2(=O)=O	-27	-8	2	6	11	-3	1	0	-3	9	-9
O=C(Nc1ccon1)c1ccc2c(c1)OCO2	-3	-75	8	11	-95	-18	3	6	5	-18	-1
CCC(C)NC(=O)c1ccc(NC(=O)C2=C(C)OCCS2)cc1 (stereo not given)	-11	-19	-4	-11	-4	-3	1	-5	-3	7	-17
CCc1nnc(NC(=O)CSc2nc(C)c3c(c2C#N)CCCC3)s1	10	-148	66*	-14	-201	-29	0	58*	-13	65*	-133
C[C@@H]1CCCCO[C@H](CN(C)C(=O)Nc2cccc3ccccc23)[C@@H](C)CN([C@H](C)CO)C(=O)c2cc(N(C)C)ccc2O1	-27	8	-2	-6	7	nt	nt	15	-3	7	-21
O=C(O)c1ccccc1SCC(=O)N1c2ccccc2Sc2ccccc21	-8	-10	-11	8	-38	13	1	1	-30	-14	-28
COCC(C)n1c(SCC(=O)N2CC(=O)Nc3ccccc32)nc2ccccc2c1=O (stereo not given)	17	27	-6	-5	18	6	-1	4	8	-5	-15
COC(=O)CC(NC(=O)c1ccco1)c1cccc2ccccc12 (stereo not given)	4	9	-5	4	3	9	0	-7	5	-13	-1
Cn1c(SCC(=O)NC2CC2)nnc1-c1cccs1	5	-2	18	-3	13	-4	1	-3	-31	-6	-10
O=C(Nc1ccc(F)cc1)c1ccccc1F	6	-166	3	3	-243	-78	7	-19	-54	-50	-43
CC(=O)Nc1ccc(C)cc1NC(C)=O	-10	8	-10	2	-8	2	-1	-13	1	-17	-1
CC1CCN(CCCCOc2ccccc2-c2ccccc2)CC1	-7	13	4	-3	13	5	1	0	10	-9	16
C=CCn1c(Cc2cccs2)nnc1SCC(=O)Nc1cccc(OC)c1	12	12	4	5	13	3	1	5	10	-7	7
COc1ccc(CCn2c(=O)c3cccnc3n(Cc3cccc([N+](=O)[O-])c3)c2=O)cc1OC	16	8	-9	-12	1	10	-4	-21	5	-5	-18
Cc1[nH]cnc1CN1CCc2c(c3ccccc3n2C)C1=O	-7	5	-5	12	0	0	1	5	-13	-4	2
CS(=O)(=O)N1CCN(C(=O)NC2CCCCC2)CC1	0	-7	-3	1	13	1	0	2	-4	-2	7
CCN1CCN(C(=O)N(c2ccccc2)c2ccccc2)CC1	-14	7	-10	11	3	1	-2	7	-11	7	-5
O=C1C(O)CCN1C1CCCCC1 (stereo not given)	22	1	-1	-31	-7	5	nt	2	5	-12	-3
COc1ccc(CCNC(=O)c2cc3c(=O)n(C)c4ccccc4c3n2C)cc1OC	-16	24	22	0	8	1	0	10	2	14	-8
Cn1cnc2c(NCc3ccco3)ncnc21	-14	2	-1	-6	-10	nt	1	7	4	-4	-6
COc1ccccc1N1CCN(/N=C\c2ccccc2)CC1	8	-231	0	-9	-227	-63	-2	-21	-66	-47	-1
Cc1ccccc1S(=O)(=O)c1c(C)cc(C)n(C)c1=O	1	5	2	-1	5	-7	2	-5	-12	5	21
COc1cc2c(cc1OC)C(C)N(CCN1C(=O)c3ccccc3C1=O)CC2 (stereo not given)	11	-9	-12	-1	-1	-7	0	19	-9	-16	-3
COc1ccc(NC(=O)CN(C)C(=O)C(C)N2C(=O)c3ccccc3C2=O)cc1 (stereo not given)	-21	-1	4	-17	9	2	-3	-9	-7	-5	6
CCCc1nnc(SCC(=O)Nc2cccc(C(F)(F)F)c2)o1	-11	4	2	6	3	4	4	22	-3	13	-41

An excerpt from above in order of number of heavy atoms, largest number first.
SMILES	CF NFkB block	Peg3 prom inh	C8 TRAIL sens	KKLEB cytotox	HIF-2a block	MITF TRPM1 inh	NR2E3 ag-1	TWEAK Fn14 block	Shn3 3UTR inh	TROY NFkB inh	NR2E3 ag-2
COc1ccc(NC(=O)CN(C)C(=O)C(C)N2C(=O)c3ccccc3C2=O)cc1 (stereo not given)	-21	-1	4	-17	9	2	-3	-9	-7	-5	6
C=CCn1c(Cc2cccs2)nnc1SCC(=O)Nc1cccc(OC)c1	12	12	4	5	13	3	1	5	10	-7	7
CS(=O)(=O)N1CCN(C(=O)NC2CCCCC2)CC1	0	-7	-3	1	13	1	0	2	-4	-2	7
O=C1C(O)CCN1C1CCCCC1 (stereo not given)	22	1	-1	-31	-7	5	nt	2	5	-12	-3

3 records drawn at random from the list so far, as already listed:
SMILES	CF NFkB block	Peg3 prom inh	C8 TRAIL sens	KKLEB cytotox	HIF-2a block	MITF TRPM1 inh	NR2E3 ag-1	TWEAK Fn14 block	Shn3 3UTR inh	TROY NFkB inh	NR2E3 ag-2
CC1CCN(CCCCOc2ccccc2-c2ccccc2)CC1	-7	13	4	-3	13	5	1	0	10	-9	16
CCN1CCN(C(=O)N(c2ccccc2)c2ccccc2)CC1	-14	7	-10	11	3	1	-2	7	-11	7	-5
Cc1ccccc1S(=O)(=O)c1c(C)cc(C)n(C)c1=O	1	5	2	-1	5	-7	2	-5	-12	5	21
